# Assay outcomes: PubChem BioAssay, National Center for Advancing Translational Sciences (NCATS)
# PKM2 activator – PKM2 (human) enzyme activation | P14618 | purified PKM2, Kinase-Glo ATP luminescence, activation; response scale: 0% is enzyme alone, no compound | Potency, µM (top dose mostly 57.5 µM), without a hit: top-dose activation, most hits filed as activators | actives 0.34% (n = 260,000); also: potency is read from the fitted curve at half-maximal effect; % is scaled to controls: 0 for no effect and ±100 for the full control effect; nearly all actives have a fitted effect of over 55% in size
#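 ATP formation by purified human PK-M2, quantified via coupled luciferase luminescence after 1 h at room temperature with 0.1 mM ADP and 0.5 mM PEP final.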
# GALK inh – inhibitors of human galactokinase. P51570. Purified GALK, Kinase-Glo residual ATP luminescence. Potency, µM (highest dose often 57.5 µM), for the others: at the top dose activity change, negative = inhibition, actives largely listed as inhibitors. actives 0.007% (n = 270,000). AID 1868; also: potency is read from the fitted curve at half-maximal effect; % is scaled to controls: 0 for no effect and ±100 for the full control effect
#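 Human GALK (5 nM) with 35 uM ATP and 100 uM galactose in 20 mM HEPES pH 8.0, 5 mM MgCl2, 60 mM NaCl, 1 mM DTT, 0.01% BSA. After 1 h at room temperature, leftover ATP was read by Kinase-Glo Plus luminescence.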
# Coupling enz – counter-screen for Giardia aldolase inhibitors: coupling enzyme system; coupling enzyme system counterscreen, AmpLite Red fluorescence; activity change, negative = inhibition, % at 58.2 µM, hits read low; actives 0.67% (n = 290,000); AID 2472; in the data active = activity change below about -30%; also: % is scaled to controls: 0 for no effect and ±100 for the full control effect
#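 Counterscreen lacking aldolase: glyceraldehyde-3-phosphate coupling-enzyme reagent preincubated 10 min at RT with compound (at 57.5 uM final), then substrate/coupling system with AmpLite Red added; fluorescence read at 525/598 nm after 20 min RT.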
# Giardia killer – Giardia lamblia killing; Giardia lamblia trophozoite viability; activity change, % at 7.66 µM, hits read low; actives 0.15% (n = 340,000); AID 540267; in the data active = activity change below about -80%; inconclusive = between about -30% and that limit;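 also: parasites exposed to compound for two days anaerobically before the ATP read; % is scaled to controls: 0 for no effect and ±100 for the full control effect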
#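 Media and compound were dispensed first, then trophozoites at 100 cells/well; plates sat 48 hrs at 37 deg C without oxygen before ATP luminescence reagent was added and read after 15-30 min at room temperature.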
# MLL CXXC-DNA inh – inhibitors of human MLL CXXC domain-DNA interaction. Q03164. MLL-CXXC / FITC-HOXA9 DNA fluorescence polarization. Potency, µM (highest dose often 115 µM), without a hit: at the top dose activity change, negative = inhibition, hits mostly inhibitors. actives 0.037% (n = 290,000); active = well fitted inhibition curve with a large enough effect in the polarisation, with a control signal flat, not every such curve was filed as active; inconclusive = small, poorly fitted or top-dose-only effect, or effect the other way, or a change in a side signal; inactive = no such curve, though single readings can be large or run the other way; the % refers to the polarisation; also: potency is read from the fitted curve at half-maximal effect
#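 Fluorescence polarization: 7 uM MLL-CXXC (stock) preincubated 5 min with compounds, then 50 nM fluorescein-HOX-A9 DNA (stock) added; 30 min ambient. Buffer 50 mM Tris-HCl pH 7.5, 50 mM NaCl, 1 mM DTT, 0.05% BSA.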
# B2AR arrestin – beta2AR (human) beta-arrestin recruitment activity | P07550 | beta-arrestin recruitment to beta2AR, cell-based reporter | Potency, µM (titrated, usually from 46.1 µM), inactives show at the top dose activation, usual class: activators | actives 0.02% (n = 330,000) | AID 492947;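 also: potency is read from the fitted curve at half-maximal effect; 0% = DMSO controls and full agonism = EC100 isoproterenol or metaproterenol; nearly all actives have a fitted effect of over 65% in size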
# Target sequence (P07550 whole entry, looked up): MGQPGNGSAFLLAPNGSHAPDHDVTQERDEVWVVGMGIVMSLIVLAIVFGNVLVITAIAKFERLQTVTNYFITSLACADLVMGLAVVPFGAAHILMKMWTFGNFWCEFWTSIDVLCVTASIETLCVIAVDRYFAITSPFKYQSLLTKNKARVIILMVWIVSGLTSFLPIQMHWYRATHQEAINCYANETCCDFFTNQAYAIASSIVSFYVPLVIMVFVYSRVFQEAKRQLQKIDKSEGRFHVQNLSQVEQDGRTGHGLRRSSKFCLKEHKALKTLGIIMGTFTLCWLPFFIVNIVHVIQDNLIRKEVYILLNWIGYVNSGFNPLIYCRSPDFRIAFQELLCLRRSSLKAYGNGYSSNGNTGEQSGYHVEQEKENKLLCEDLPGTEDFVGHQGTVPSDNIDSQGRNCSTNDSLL
# KCNH2 3.1 inh – blocks the human KCNH2 3.1 channel isoform; activity change, % (tested at about 1.8 µM); U2OS KCNH2 3.1, thallium flux FluxOr; stronger effect = lower value; actives 0.95% (n = 340,000);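 active = maximum activity change below -70%; inconclusive = maximum activity change from -70% to -50%; inactive = maximum activity change above -50%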;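 also: thallium influx rate constant from kinetic fluorescence after stimulation buffer; % is scaled to controls: 0 for no effect and ±100 for the full control effect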
#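 Measured as rate of thallium-driven FluxOr signal in transduced U2OS cells carrying the 3.1 channel, read kinetically for 2 min upon stimulation; values are rate constants scaled to DMSO control wells.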
# KCNH2 WT inh – blocks the wildtype human KCNH2 potassium channel. U2OS, BacMam KCNH2, thallium flux FluxOr; stronger effect = lower value. activity change, % at 1.84 µM. actives 0.37% (n = 340,000). Q12809;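 active = maximum activity change below -70%; inconclusive = maximum activity change between -70% and -50%; inactive = maximum activity change above -50%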; also: % is scaled to controls: 0 for no effect and ±100 for the full control effect
#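 U2OS cells were transduced with wild-type KCNH2 virus (2.03 x 10^8 / mL) for 4 h at room temperature, then cultured overnight at 37 C. Thallium flux was read with FluxOr dye. Rate constants were normalized to DMSO controls.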
# Menin-MLL TR inh – menin-MLL binding inhibition, Texas Red mutant peptide; AID 1768; actives 0.23% (n = 270,000); Menin + Texas Red MLL mutant peptide, fluorescence polarization; Potency, µM (highest dose often 61.6 µM), without a hit: at the top dose FP activity change, negative = inhibition, actives largely listed as inhibitors; O00255; active = well fitted inhibition curve with a large enough effect in the polarisation, with a control signal flat, not every such curve was filed as active; inconclusive = small, poorly fitted or top-dose-only effect, or effect the other way, or a change in a side signal; inactive = no such curve, though single readings can be large or run the other way; the % refers to the polarisation; also: potency is read from the fitted curve at half-maximal effect; % of control where 0% means no effect; many of its hits are not listed in these tables
# TRPV1 ag – human TRPV1 agonism; actives 0.19% (n = 320,000); activation, % at 8.33 µM; TRPV1-expressing cells, Fluo-8 calcium influx, agonist mode; AID 540275; Q8NER1; in the data active = activation above about 80%; inconclusive = between about 30% and that limit; also: 0% is about no effect
#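 Fluo-8 calcium influx in TRPV1-expressing cells, kinetic read (ex 480/em 520 nm). Compound added and read 3 min for agonist activity, followed by capsaicin at EC20 final and 2 min further read for enhancement.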
# USP2a block – inhibitors of human ubiquitin-specific protease USP2a; O75604; USP2 core, Ub-CHOP2 coupled fluorogenic reporter, 485/531; Potency, µM (top dose mostly 38.3 µM), for the others: top-dose activity change, negative = inhibition, hits mostly inhibitors; actives 0.01% (n = 330,000); AID 463254;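 also: potency is read from the fitted curve at half-maximal effect; plate controls were DMSO wells for no effect and full inhibition by NEM control for full effect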
# Target sequence (O75604 whole entry, looked up): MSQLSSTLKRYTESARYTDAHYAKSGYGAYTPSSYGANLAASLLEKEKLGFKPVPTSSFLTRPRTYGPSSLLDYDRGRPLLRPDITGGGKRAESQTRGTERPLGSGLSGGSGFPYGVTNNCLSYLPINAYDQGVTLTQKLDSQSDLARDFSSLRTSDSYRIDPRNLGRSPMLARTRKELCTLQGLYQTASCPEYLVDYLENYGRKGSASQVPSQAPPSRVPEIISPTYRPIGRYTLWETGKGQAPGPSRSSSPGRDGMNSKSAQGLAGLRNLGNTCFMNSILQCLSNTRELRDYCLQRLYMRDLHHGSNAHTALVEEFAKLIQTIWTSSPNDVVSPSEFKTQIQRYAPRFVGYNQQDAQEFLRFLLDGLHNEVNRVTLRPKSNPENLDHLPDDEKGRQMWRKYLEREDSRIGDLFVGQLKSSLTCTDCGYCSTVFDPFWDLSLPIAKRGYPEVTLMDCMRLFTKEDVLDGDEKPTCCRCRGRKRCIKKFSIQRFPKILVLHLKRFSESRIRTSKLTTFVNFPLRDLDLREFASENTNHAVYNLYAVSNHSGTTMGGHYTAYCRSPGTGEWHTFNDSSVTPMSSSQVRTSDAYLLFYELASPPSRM
#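 Cell-free coupled assay: 10nM USP2 core preincubated 30min RT with compound in Tris-HCl pH 8.0/CaCl2/CHAPS buffer, then 25nM Ub-CHOP2 and 25nM reporter substrate; fluorescence (Ex 485/Em 531) read after 60min RT, normalized to NEM inhibition, concentration-response curves fitted.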
# * = called active by the depositor; ? = inconclusive; . = not tested or not shown; [ ] = another dose, or the depositor's remark. Unless noted, calls follow the shape of the dose curve; as a rule, active = well fitted curve in the direction sought with a large enough effect; inconclusive = small, poorly fitted or top-dose-only effect, or another doubt; inactive = no such curve, though single readings can be large; an effect the other way counts as inactive or inconclusive. The list is partial (hit frequency here may not be typical).
SMILES,PKM2 activator,GALK inh,Coupling enz,Giardia killer,MLL CXXC-DNA inh,B2AR arrestin,KCNH2 3.1 inh,KCNH2 WT inh,Menin-MLL TR inh,TRPV1 ag,USP2a block
Cc1csc(SCC(=O)NCc2cccc(Cl)c2)n1,-1%,-3%,0,8,2%,0.2%,9,5,-5%,2,2%
COc1ccc(C(C)NC(=O)c2ccccc2Br)cc1OC (stereo not given),3%,3%,0,-1,-29%,0.1%,10,.,0%,1,8%
CSc1ccc(Cl)c(C(=O)OCC(=O)N2CCOCC2)c1,-1%,3%,2,11,3%,0.5%,11,7,4%,14,0%
COc1ccc2c(C)c(CC(=O)N3CCN(C(=O)C4COc5ccccc5O4)CC3)c(=O)oc2c1 (stereo not given),.,-4%,.,0,14%,0.2%,-10,3,.,?,3%
O=C(CN1C(=O)NC2(CCCC2)C1=O)Nc1ccc(Cl)c(C(F)(F)F)c1,-1%,10%,1,4,2%,-0.4%,3,9,16%,?,-1%
Cn1ccnc1COc1ccc(C=O)cc1,9%[11.5 µM],-3%,2,-3,1%,-0.9%,9,-36,?,1,0%
Cc1ccn2c(NCc3ccccc3)c(-c3cccc(SC4CCCCC4)c3)nc2c1,.,.,.,27,.,-0.1%,-17,7,.,.,1%
CCOC(=O)c1ccc(S(=O)(=O)NCCN(CC)CC)cc1,3%,1%,4,5,3%,0.5%,5,11,-11%,0,0%
Cc1c(N=C2SCC(=O)N2c2c(C)n(C)n(-c3ccccc3)c2=O)c(=O)n(-c2ccccc2)n1C,-5%,1%,-1,16,5%,-0.5%,-7,-5,8%,-2,-2%
CCOC(=O)C1CCN(CC(=O)Nc2c(C(=O)OC)[nH]c3cccc(Cl)c23)CC1,2%,8%,1,-24,2%,0.2%,3,36,-22%,8,-3%
O=C(COC(=O)CCS(=O)(=O)c1ccc(Cl)cc1)Nc1ncc(Cl)cc1Cl,-1%,0%,-4,-4,4%,-0.2%,5,1,0%,1,5%
Cn1c(=O)c2c(nc(CN3CCN(c4ccccc4F)CC3)n2CCN2CCOCC2)n(C)c1=O,-1%,-3%,-3,4,6%,0.5%,13,-7,10%,4,4%
Cc1[nH]c2ccccc2c1C(=O)CN1CCCCC1CCO (stereo not given),-3%,1%,1,-1,14%,-0.9%,-4,15,1%,1,-2%
COc1c(C)cc(S(=O)(=O)N2CCCC2)c(C)c1C,0%,-3%,-4,2,-2%,0.0%,-13,1,.,11,1%
CC1=NN(C(=O)c2ccc(C)o2)C(O)(c2ccccc2)C1 (stereo not given),-9%,-1%,1,1,2%,1.9%,16,-2,1%,1,2%
CCCSc1ccc([C@H]2N[C@@](CC(C)C)(C(=O)OC)[C@H]3C(=O)N(CC)C(=O)[C@@H]23)cc1,.,.,.,25,.,-0.1%,-6,3,.,.,2%
CCN(Cc1cc2ccccc2[nH]c1=O)C(=O)C(C)C,-6%,7%,3,-11,1%,-0.7%,-1,-13,-8%,0,1%
CCOC(=O)c1cc(C(O)(C(F)(F)F)C(F)(F)F)c(/N=C/N(C)C)o1,1%,0%,-7,12,1%,-0.2%,6,2,10%,?,1%
Cc1cccc(C)c1NC(=O)CSc1nnc(NC(=O)c2ccccc2C(=O)O)s1,-2%,-5%,-2,9,-7%,-0.5%,9,-2,.,0,3%
O=C(O)C1CC(=O)N(Cc2ccc(F)cc2)C1 (stereo not given),-16%,0%,-1,-3,-11%,-0.2%,9,11,6%,-1,1%
NC(=O)C1CN(C(=O)c2cccc(S(=O)(=O)N3CCc4ccccc43)c2)c2ccccc2O1 (stereo not given),.,.,.,-7,.,-0.2%,1,9,.,-1,-1%
O=C(COC(=O)c1ccccc1Cl)NCCC1=CCCCC1,-3%,-2%,2,2,4%,0.3%,-9,-17,?,23,0%
Cc1ccc(C(C)C)c(Oc2cnccn2)c1,.,5%,0,33[activator],11%,0.3%,3,-15,-1%,-1,6%
CCOc1cccc(CNCc2ccncc2)c1,-1%,-2%,0,-20,17%,0.5%,-6,3,-2%,0,1%
CN=C(Nc1ccc(Cl)cc1)c1cccc(C(F)(F)F)c1,-1%,0%,0,-4,13%,-0.2%,0,3,7%,0,0%
SMILES,PKM2 activator,GALK inh,Coupling enz,Giardia killer,MLL CXXC-DNA inh,B2AR arrestin,KCNH2 3.1 inh,KCNH2 WT inh,Menin-MLL TR inh,TRPV1 ag,USP2a block
Cc1c(C(=O)OC(C)C(=O)N(C)Cc2ccccc2)oc2ccccc12 (stereo not given),.,.,.,17,.,0.4%,2,0,.,.,3%
CCCCCc1ccc(CC(=O)Nn2c(C)nc3ccccc3c2=O)cc1,-2%,0%,3,-5,10%,-0.2%,-12,-16,?,-1,-4%
CCC(=O)NC(c1cccc([N+](=O)[O-])c1)c1c(O)ccc2ccccc12 (stereo not given),2%,1%,-2,-22,3%,0.2%,-16,-4,?,6,-1%
CCn1cc(C(=O)N2CCN(c3ccc(C(C)=O)cc3)CC2)c2cc(OC)c(OC)cc2c1=O,.,0%,0,-24,51%[activator],0.3%,20,-6,0%,1,8%
COc1ccc(C(C)(C)C)cc1S(=O)(=O)N1CCN(C)CC1,-3%,0%,2,7,2%,0.3%,-5,5,-19%,2,0%
CC(O)Cn1cnc2c1c(=O)n(C)c(=O)n2C (stereo not given),1%,5%,1,-11,9%,-3.4%,2,-1,11%,-3,5%
COc1nc(-c2cnccn2)sc1C,1%,1%,2,-3,16%,-0.6%,8,-7,4%,3,-3%
CCCCC(=O)OCC(=O)Nc1ccc(OC(F)F)cc1,0%,-2%,1,-25,20%,3.6%,-14,1,2%,-4,0%
CCC1CCCCN1C(=O)COc1ccc(S(=O)(=O)N2CCOCC2)cc1Cl (stereo not given),.,.,.,-18,.,-0.1%,4,-13,.,4,3%
Cc1sc2nc(SCC(=O)c3cccs3)n(Cc3ccco3)c(=O)c2c1C,17%,1%,5,12,13%,0.0%,-8,.,0%,1,0%
O=C(CN1CCCCCC1)NCc1ccccc1,-1%,0%,5,-10,-2%,-0.7%,-4,4,-28%,1,0%
Cc1ccc(C2=NN(C(=O)CCC(=O)O)C(c3cn(-c4ccccc4)nc3-c3ccc(C)cc3)C2)cc1 (stereo not given),9%,-2%,-3,-24,-8%,-0.2%,4,2,-3%,28,-2%
O=[N+]([O-])c1cnc2ccccc2c1,4%,.,-1,-12,-6%,-0.1%,-6,-5,-1%,3,3%
CC(C)C[C@H](NC(=O)c1nc[nH]c1C(=O)NCc1ccccc1)C(=O)OCc1ccccc1,-6%,-3%,-3,51[activator],-13%,0.6%,3,-8,2%,27,-1%
Cc1nnc(SCC(=O)N2CCCCCC2)n(N)c1=O,-9%,-3%,2,16,-4%,-0.2%,-4,-13,1%,2,6%
O=C(Nc1ccc(N2CCCC2)c(Cl)c1)c1ccccc1[N+](=O)[O-],-4%,0%,-3,-4,-6%,-0.2%,28,0,?,?,-1%
COc1ccc(-n2nnnc2SCC(=O)Nc2cccc(NC(C)=O)c2)cc1OC,-9%,-1%,-1,-2,4%,0.0%,9,16,4%,-1,3%
Nn1c(SCc2ccccc2)nnc1-c1ccccn1,1%,3%,0,6,-4%,0.2%,-9,2,-8%,5,1%
CCNc1nc(Oc2ccc(C(=O)OCC)cc2)nc(N2CCOCC2)n1,.,9%,1,.,2%,0.2%,.,.,-9%,-4,-2%
COc1ccccc1NC(=O)N1CCC(c2nc3ccccc3o2)CC1,0%,-2%,0,-15,7%,0.0%,?,3,-16%,11,-2%
COc1ccc(/C=C/C(=O)NCC2COc3ccccc3O2)cc1OC (stereo not given),-4%,-2%,3,1,11%,0.3%,-11,-4,28%,23,2%
COc1ccc(CN2CCNC(=O)C2CC(=O)NCc2ccc(C)s2)c(OC)c1 (stereo not given),6%,-3%,-6,7,11%,0.2%,12,-5,?,-1,0%
Cc1[nH]c2ccccc2c1/C=N/Nc1ccc([N+](=O)[O-])cc1,-15%,0%,-1,5,-9%,-0.1%,-19,-9,-7%,10,-10%
Cn1c(C(=O)N[C@@H](C(=O)O)c2ccccc2)cc2cc(F)ccc21,.,-3%,18,-27,11%,0.2%,8,-3,31%[activator],-1,6%
CSc1ccccc1OCc1cc(C(=O)N(C)C2CCCc3ccccc32)no1 (stereo not given),.,-2%,.,44[activator],1%,-0.7%,?,0,.,19,-7%
COc1ccc(CCNC(=O)C(C)SCC(=O)Nc2ccc(F)cc2)cc1 (stereo not given),.,.,.,-3,.,2.7%,15,0,.,.,-2%
COc1cccc(N2CN(C3CCCCC3)CNC2=S)c1,-5%,5%,3,-5,-1%,0.3%,1,-5,.,-2,1%
